Screening results: PubChem BioAssay, National Center for Advancing Translational Sciences (NCATS)
FLuc modulator – firefly luciferase modulation, counter-screen for miR-21 project. AID 588342. P08659. actives 6.9% (n = 360,000). purified FLuc, Km substrates, luminescence inhibition. Potency, µM (doses to about 57.5 µM), for inactives: at the top dose activity change, negative = inhibition, actives largely listed as inhibitors;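 note: plate controls were vehicle for no effect and reference inhibitor for full effect; nearly all actives have a fitted effect of over 55% in size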
Target sequence (P08659 whole entry, looked up): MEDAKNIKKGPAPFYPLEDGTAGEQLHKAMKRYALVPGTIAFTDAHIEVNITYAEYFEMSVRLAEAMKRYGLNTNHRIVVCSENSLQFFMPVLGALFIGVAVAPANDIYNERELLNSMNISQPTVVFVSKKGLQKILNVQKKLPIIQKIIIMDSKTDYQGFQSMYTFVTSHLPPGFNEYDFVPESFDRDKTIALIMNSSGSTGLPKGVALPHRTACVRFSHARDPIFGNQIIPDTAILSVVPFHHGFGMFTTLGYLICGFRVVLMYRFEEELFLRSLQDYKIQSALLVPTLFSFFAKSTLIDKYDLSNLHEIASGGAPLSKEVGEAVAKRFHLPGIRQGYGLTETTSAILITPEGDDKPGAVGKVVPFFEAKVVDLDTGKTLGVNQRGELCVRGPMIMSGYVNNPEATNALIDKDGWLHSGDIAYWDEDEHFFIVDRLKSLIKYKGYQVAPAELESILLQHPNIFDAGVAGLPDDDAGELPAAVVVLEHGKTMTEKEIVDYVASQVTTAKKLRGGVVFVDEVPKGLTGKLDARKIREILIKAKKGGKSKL
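Purified P. pyralis luciferase, 10 nM final, with Km-level 10 uM D-luciferin and 10 uM ATP in 50 mM Tris acetate pH 7.5, 10 mM Mg acetate, 0.01% Tween-20, 0.05% BSA; 6-point qHTS titration about 60 µM downward; luminescence read.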
Gal4-VP16 FLuc – inhibits Gal4-VP16 luciferase reporter, ROR gamma counter-screen; actives 3.5% (n = 310,000); Drosophila S2 Gal4-VP16 UAS-luciferase, luminescence, 20 h; Potency, µM (titrated, usually from 53.6 µM), for the others: at the highest dose activity, negative = inhibition, hits mostly inhibitors;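 note: Gal4-VP16 expression switched on by copper sulfate through the metallothionein promoter; % is set by controls: 0 for no effect and ±100 for the full control effect; nearly all actives have a fitted effect of over 50% in size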
NPC1 prom act – activates the NPC1 promoter; Huh7 NPC1 promoter luciferase reporter, 24 h; Potency, µM (doses to about 9.22 µM), for the others: at the highest dose activation, actives largely listed as activators; actives 2.4% (n = 320,000);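 note: % of control where 0% means no effect; nearly all actives have a fitted effect of over 60% in size; reporter is driven by a mutant NPC1 promoter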
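Stably transfected Huh7 (NPC1 promoter→luciferase), 1500 cells/well in Opti-MEM + 10% FBS, 2 h settle, then compound 24 h at 37 °C. Luminescence after 10 min with Amplite reagent.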
RORg inh – ROR gamma (mouse) transcription inhibition; P51450; Drosophila S2 Gal4-RORgamma UAS-luciferase reporter, 20 h; Potency, µM (doses to about 53.6 µM), without a hit: at the top dose activity change, negative = inhibition, usual class: inhibitors; actives 5.4% (n = 310,000); AID 2551; note: % is set by controls: 0 for no effect and ±100 for the full control effect; nearly all actives have a fitted effect of over 60% in size
Target sequence (P51450 whole entry, looked up, the tested form may be a part): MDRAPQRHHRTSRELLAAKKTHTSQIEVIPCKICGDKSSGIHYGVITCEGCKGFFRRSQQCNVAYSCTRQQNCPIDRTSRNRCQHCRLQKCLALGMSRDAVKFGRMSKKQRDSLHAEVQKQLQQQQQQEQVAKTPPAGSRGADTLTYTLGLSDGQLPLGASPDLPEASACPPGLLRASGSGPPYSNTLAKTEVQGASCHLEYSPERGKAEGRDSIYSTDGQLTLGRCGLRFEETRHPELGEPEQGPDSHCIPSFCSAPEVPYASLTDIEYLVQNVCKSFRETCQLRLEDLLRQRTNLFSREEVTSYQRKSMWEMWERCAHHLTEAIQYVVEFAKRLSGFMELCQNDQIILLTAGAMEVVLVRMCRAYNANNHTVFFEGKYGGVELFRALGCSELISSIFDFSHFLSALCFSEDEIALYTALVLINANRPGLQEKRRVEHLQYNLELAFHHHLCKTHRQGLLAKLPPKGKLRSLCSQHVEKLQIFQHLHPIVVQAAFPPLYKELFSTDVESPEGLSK
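Schneider cells (Drosophila), stable Gal4 DBD–ROR gamma + UAS-luc; 1 hr cmpd preincubation; Cu2+ induction 700 uM final; 20 hr ambient; luminescence.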
ELG1 genotoxic – inducers of genotoxicity in HEK293T ELG1-luciferase cells. HEK293T ELG1-luciferase reporter, luminescence, 16 h. Potency, µM (highest dose often 46 µM), without a hit: top-dose activity change, positive = activation, actives largely listed as activators. actives 1.3% (n = 330,000). AID 504466; note: % of control where 0% means no effect; nearly all actives have a fitted effect of over 60% in size
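DMSO vehicle served as control against compound-treated ELG1-luciferase HEK293T cells; exposure lasted 16 hr at 37 °C and 5% CO2, followed by ONE-Glo luminescence detection after 30 min.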
uPA generation – inhibitors of cell surface uPA generation | cell surface uPA generation assay, qHTS | Potency, µM (series often up to 38.3 µM), for inactives: at the highest dose activity change, negative = inhibition, most hits filed as inhibitors | actives 0.31% (n = 330,000); active = well fitted inhibition curve with a large enough effect; inconclusive = small, poorly fitted or top-dose-only effect; inactive = no such curve, though single readings can be large or run the other way; tested in mouse RAW 264.7 cells; note: % is set by controls: 0 for no effect and ±100 for the full control effect; nearly all actives have a fitted effect of over 55% in size
Rab9 promoter act – Rab9 promoter activation; Huh7 Rab9 promoter-luciferase reporter, luminescence, 24 h; Potency, µM (titrated, usually from 9.22 µM), for the others: top-dose activation, negative = inhibition, hits mostly activators; actives 2.8% (n = 320,000); note: % of control where 0% means no effect; nearly all actives have a fitted effect of over 60% in size
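Cells were plated at 1500 per well in reduced-serum medium with 10% FBS and left 2 h. Compound in DMSO was then added for 24 h at 37 °C. Reporter signal was read by luminescence after 10 min with luciferase detection reagent.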
MBNL1-CUG inh – inhibitors of human MBNL1 binding to CUG repeat RNA; Q9NR56; TR-FRET MBNL1-His/biotin-(CUG)12 binding, 665/545 ratio; Potency, µM (highest dose often 57.5 µM), without a hit: top-dose activity change, negative = inhibition, usual class: inhibitors; actives 0.036% (n = 280,000); active = well fitted inhibition curve with a large enough effect in the signal ratio, with a control signal flat, not every such curve was filed as active; inconclusive = small, poorly fitted or top-dose-only effect, or effect the other way, or a change in a side signal; inactive = no such curve, though single readings can be large or run the other way; the % refers to the signal ratio; note: % is set by controls: 0 for no effect and ±100 for the full control effect
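Inhibition of protein-RNA binding appears as loss of TR-FRET between terbium anti-His antibody on MBNL1-His and streptavidin-XL665 on biotin-(CUG)12. Activity is normalized to buffer-only and uninhibited-complex controls.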
p53 reactivator – restores transcriptional activity of mutant p53 | actives 0.063% (n = 320,000) | AID 504706 | Potency, µM (doses to about 92.2 µM), for inactives: at the highest dose activity change, positive = activation, most hits filed as activators | H1299 p53-A138V BP100-luciferase reporter, luminescence, 24 h; note: % of control where 0% means no effect; nearly all actives have a fitted effect of over 45% in size
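H1299 (p53-null), stable ts p53-A138V + BP100-Luc; 1000 cells/well, Opti-MEM/10% FBS; cpd 4 pt, 1:5; 24 h, 37 deg C, 5% CO2; detection reagent 10 min RT; luminescence.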
BRCA1 expr up – BRCA1 expression activation; MCF7-BRCA1-FFLuc reporter, luminescence, 48 h; response scale: scaled: vehicle 0%, 10 µM genistein 100%; Potency, µM (top dose mostly 46.1 µM), inactives show at the highest dose activation, usual class: activators; actives 1.1% (n = 380,000); note: nearly all actives have a fitted effect of over 80% in size; some results filed as inactive show a strong effect at the top dose
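48 h compound treatment of MCF7-BRCA1-FFLuc cells (phenol-red free MEM, 37 °C), then 15 min with luciferase substrate and luminescence imaging.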
The depositor's hits bear a star; ? = inconclusive; / = not tested or not shown; [ ] = dose if it differs, or a comment. Unless noted, calls come from the whole dose curve; as a rule, active = well fitted curve in the direction sought with a large enough effect; inconclusive = small, poorly fitted or top-dose-only effect, or another doubt; inactive = no such curve, though single readings can be large; an effect the other way counts as inactive or inconclusive. Potency is the fitted concentration of half-maximal effect.

SMILES	FLuc modulator	Gal4-VP16 FLuc	NPC1 prom act	RORg inh	ELG1 genotoxic	uPA generation	Rab9 promoter act	MBNL1-CUG inh	p53 reactivator	BRCA1 expr up
O=C(Nc1ccc(Cl)cc1)NC1(C(=O)NCCCN2CCOCC2)CCCCC1	0%	-2%	-3%	-38%	?	5%	2%	-4%	0%	0%
CCCOc1ccc(C(F)(F)F)cc1NC(=O)CCc1c(C)noc1C	-1%	/	-8%	/	-4%	5%	-2%	/	-3%	-10%
Cc1ccccc1-c1ocnc1C(=O)Nc1ccccc1NC(=O)c1ccccn1	-2%	7.1µM*	-1%	2.2µM*	-1%	2%	-1%	-5%	0%	-66%
Fc1ccc(-c2ccc(/C=N\n3cnnc3)o2)cc1Cl	1%	-5%	-6%	29%	-1%	-3%	2%	?	-10%	-24%
CC(=O)Nc1ccc(S(=O)(=O)N(C)c2ccc(OCC(=O)OCC(=O)Nc3ccc(OC(F)F)cc3)cc2)cc1	1%	6%	-2%	14%	4%	-1%	-5%	2%	-2%	8%
O=c1c(Cl)c(Nc2cccc(Cl)c2)cnn1-c1nc2ccccc2s1	4.8µM*	-24%	?	?	?	1%	?	/	?	14µM*
COc1ccccc1OCC(=O)NCC1CCCN(C(=O)c2ccccc2SC)C1 (stereo not given)	0%	24%	0%	2%	-4%	-16%	0%	-5%	-7%	0%
O=C(CCCCn1c(=O)c2ccccc2n(Cc2ccccc2F)c1=O)NC1CCN(Cc2ccccc2)CC1	1%	-22%	-1%	-33%	-12%	-1%	5%	-4%	-2%	-42%
Cc1cc2c(cc(C(=O)N3CCC(C(=O)NC4CCCC4)CC3)n2Cc2c(F)cccc2Cl)o1	-6%	-5%	-8%	-18%	-13%	-25%	-6%	-5%	10%	-32%
CC(C)NC(=O)Cn1cc(C#N)c2cc(Br)ccc21	0%	-2%	-3%	-1%	-3%	/	-6%	6%	-15%	-1%
O=C(CN1CCCCCC1)Nc1ccc(Br)cn1	-12%	-6%	2%	?	-1%	-5%	1%	-4%	-8%	-4%
Cc1nc(CC(=O)Nc2nccs2)cs1	-2%	4%	-4%	-26%	-1%	10%	4%	-5%	14%	-2%
CCOC(=O)c1sc(NC(=O)CC)c(C#N)c1C	4%	-2%	-11%	-6%	21%	-1%	-3%	1%	1%	-13%
CCc1ccc(C(=O)N2CCN(S(=O)(=O)c3sc(C(=O)O)c(C)c3C(=O)O)CC2)cc1	/	/	-3%	/	3%	-5%	1%	/	1%	9%
Cc1onc(-c2ccccc2)c1C(=O)N/N=C/c1c[nH]c2ccccc12	-6%	7.1µM*	-5%	2.8µM*	-7%	-1%	1%	3%	-3%	-25%
CC1(NC(=O)CCS(=O)(=O)c2ccc(Cl)cc2)CCS(=O)(=O)C1 (stereo not given)	1%	/	-1%	/	-3%	-12%	0%	/	6%	-8%
CCN(CC)C(=O)N1CCC(NC(=O)c2ccc(C(C)(C)C)cc2)CC1	1%	-7%	-5%	?	-7%	1%	-4%	-6%	20%	-32%
CCOC(=O)CSc1ccc(-c2nc3ccccc3[nH]2)cn1	12µM*	6%	-1%	3%	0%	5%	-2%	4%	1%	-13%
O=C(COC(=O)c1cccc(S(=O)(=O)N2CCc3ccccc3C2)c1)NCc1ccco1	3%[2.3 µM]	-5%	-3%	-19%	-1%	3%	7%	-8%	2%	18%
CSc1ccccc1NC(=O)N1CCCC(C(=O)c2ccc3c(c2)OCO3)C1 (stereo not given)	-14%	2%	-2%	4%	-1%	3%	-5%	-17%	-5%	5%
CCOC(=O)C1=CN(Cc2ccco2)S(=O)(=O)NC1c1ccc(F)c(Cl)c1 (stereo not given)	/	/	/	/	1%	3%	/	/	2%	0%
Cc1ccc(NC(=O)/C(=C\c2ccc3c(c2)OCO3)NC(=O)c2ccco2)cc1	-5%	4%	-3%	16%	2%	5%	3%	-8%	-2%	-14%
C=CCn1c(N)cc(=O)nc1SC(CC)C(=O)Nc1ccc(C(C)=O)cc1 (stereo not given)	1%	-4%	-3%	7%	8%	3%	3%	-7%	-4%	-16%
CC1CCCC(C)N1C(=O)COC(=O)COc1ccc(C#N)cc1 (stereo not given)	/	/	/	/	1%	0%	/	/	6%	0%
O=C(NCC1CCCC(CNC(=O)Nc2ccc(Cl)cn2)C1)Nc1ccc(Cl)cn1 (stereo not given)	-7%	0%	1%	37%	-39%[inhibitor]	-2%	11%	-3%	4%	-68%
O=C(CSc1nnc2ccccn12)NNC(=O)c1ccc(Cl)cc1	-7%	-2%	-2%	-37%	-2%	2%	-4%	3%	0%	-1%
O=c1c2cnn(-c3ccccc3)c2ncn1Cc1ccccn1	-6%	-5%	4%	3%	-1%	1%	9%	-8%	29%	6%
CCc1ccc(Nc2nc(N3CCOCC3)nc(N3CCOCC3)n2)cc1	-1%	0%	-8%	15%	0%	22%	-1%	-2%	2%	-7%
O=C(c1cccc([N+](=O)[O-])c1)N1CCN(c2n[nH]c(=O)[nH]c2=O)CC1	-1%	-3%	-5%	1%	-2%	1%	-7%	15%	0%	-7%
CCc1ccc(/C=N/NC(=O)c2ccccn2)cc1	0.48µM*	?	0.45µM*	10µM*	?	-14%	0.13µM*	3%	-8%	-76%[inhibitor]
CC(Nc1cccc(F)c1)C(=O)Nc1ccc(S(N)(=O)=O)cc1 (stereo not given)	-1%	3%	-2%	12%	2%	2%	28%	-1%	-3%	-3%
COc1cc(C(=O)OC(C)C(=O)Nc2ccc3c(c2)OCCO3)cc(OC)c1OC (stereo not given)	/	/	/	/	0%	-4%	/	/	1%	-70%
COCCCNC(=O)Cc1ccc(S(=O)(=O)N2CCOCC2)s1	-1%	/	0%	/	/	3%	-3%	/	/	0%
CCN(CC)S(=O)(=O)c1ccc(-c2nnc(SC)o2)cc1	0%	17%	4%	0%	-5%	/	7%	5%	6%	22%
O=C(N/N=C/c1c(O)n(Cc2ccccc2)c(=O)c2ccccc12)c1cccnc1	?	-1%	0%	11µM*	-4%	4%	1%	9%	2%	0%
Cc1cnc(NC(=O)CSc2nnc(C)n2N)s1	4%	-2%	-2%	-1%	1%	0%	-7%	1%	4%	26%
Cc1ccc(NC(=O)c2sccc2-n2cccc2)c(C)c1	-1%	12%	-1%	-8%	0%	0%	-1%	?	-1%	-8%
Clc1ccc(-c2cc(CSc3ccccc3)on2)cc1	2.4µM*	-13%	4.5µM*	-10%	?	-1%	3.2µM*	0%	?	3.5µM*
CC(C)(C)[C@H]1C=C(C(=O)Nc2ccccc2)O[C@@H](OCc2ccc(CO)cc2)C1	-14%	-6%	2%	10%	1%	2%	1%	-4%	5%	0%
O=C(c1cccc(F)c1)N1CCN=C1SCc1cccnc1	4%	2%	1%	0%	-12%	-12%	-8%	1%	21%	?
Cc1ccc2cc(CCNS(=O)(=O)c3ccc(F)cc3)c(=O)[nH]c2c1	-1%	-5%	4%	15%	-7%	9%	-4%	0%	-10%	-17%
CCc1ccc(Nc2n[n+](-c3ccccc3)c(-c3cccc(Cl)c3Cl)s2)cc1	-3%	/	-4%	/	-7%	?	2%	/	3%	-57%
CC(C)(C)OC(=O)C[C@@H]1C/C=C\C[C@H](CC(=O)NCCO)C(=O)N[C@@H](c2ccccc2)COC1=O	/	/	/	/	-1%	-1%	/	/	-4%	-9%
Cc1ccc(S(=O)(=O)NCCNC(=O)c2ccc(C)nc2)cc1	1%	12%	7%	-30%	-2%	3%	-4%	1%	0%	17%
C/C(=C\C(=O)c1ccc(Cl)s1)N(C)C	?	?	-3%	7.1µM*	-2%	-4%	-7%	9%	2%	0%

Entries from the list above containing two or more sulfur atoms (six):
SMILES	FLuc modulator	Gal4-VP16 FLuc	NPC1 prom act	RORg inh	ELG1 genotoxic	uPA generation	Rab9 promoter act	MBNL1-CUG inh	p53 reactivator	BRCA1 expr up
Cc1nc(CC(=O)Nc2nccs2)cs1	-2%	4%	-4%	-26%	-1%	10%	4%	-5%	14%	-2%
CCc1ccc(C(=O)N2CCN(S(=O)(=O)c3sc(C(=O)O)c(C)c3C(=O)O)CC2)cc1	/	/	-3%	/	3%	-5%	1%	/	1%	9%
CC1(NC(=O)CCS(=O)(=O)c2ccc(Cl)cc2)CCS(=O)(=O)C1 (stereo not given)	1%	/	-1%	/	-3%	-12%	0%	/	6%	-8%
COCCCNC(=O)Cc1ccc(S(=O)(=O)N2CCOCC2)s1	-1%	/	0%	/	/	3%	-3%	/	/	0%
CCN(CC)S(=O)(=O)c1ccc(-c2nnc(SC)o2)cc1	0%	17%	4%	0%	-5%	/	7%	5%	6%	22%
Cc1cnc(NC(=O)CSc2nnc(C)n2N)s1	4%	-2%	-2%	-1%	1%	0%	-7%	1%	4%	26%
